TMEM16A inh: TMEM16A chloride channel inhibitors, primary screen, cell-based, HTS; Anoctamin-1 (Mus musculus), Q8BHY3; HEK293 TMEM16A/YFP iodide influx fluorescence, ionomycin; normalized B-score (activity score, 25-100; higher = stronger inhibition) at 10 µM; 310,000 tested, 1.2% active; AID 588511, 2011;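 active = ratio plate-corrected score three or more library SD toward inhibition, starting fluorescence score within five deviations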;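 note: score derived from kinetic fluorescence span divided by baseline fluorescence per well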
KCNK9 inh: KCNK9 potassium channel inhibitors, primary screen, HEK293 cells, thallium flux; Potassium channel subfamily K member 9 (Homo sapiens), Q9NPC2; FluxOR thallium flux fluorescence; hits give low values; B-score at 10 µM; 310,000 tested, 1.2% active; AID 488922, 2010;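 active = ratio B-score over 3 SD below the library mean, with starting fluorescence within 5 SD of its mean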;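 note: negative B-score means less thallium flux so channel inhibition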
ANO1 activ: TMEM16A chloride channel activators or potentiators, primary screen, cell-based, HTS | B-score at 10 µM | Anoctamin-1 (Mus musculus), Q8BHY3 | AID 623877, 2012 | 340,000 tested, 0.3% active | HEK293 TMEM16A/YFP-H148Q/I152L, iodide quench fluorescence; hits give low values;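 active = fluorescence-ratio B-score plate-corrected deviation score at least 3 library SD below zero, with starting fluorescence score within 5 deviations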;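 note: channel opened by trigger with iodide after compound preincubation; score built on the fluorescence ratio of max minus min over baseline; more negative score means more quench and so TMEM16A activation or potentiation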
DYRK1A inh: rat Dyrk1A kinase inhibitors, primary screen, biochemical, single point, plate reader. 310,000 tested, 0.43% active. inhibition, % at 12.5 µM. Dual specificity tyrosine-phosphorylation-regulated kinase 1A (Rattus norvegicus), Q63470. ADP-Glo luminescence, NFATc1 peptide; in the data active = inhibition above about 50%;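 note: plate controls were vehicle with enzyme for no effect and no enzyme for full effect; many of its hits are not listed in these tables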
KCNQ1 pot: potentiators or activators of KCNQ1 channel, primary screen, cell-based, thallium flux, high-throughput. Potassium voltage-gated channel subfamily KQT member 1 (Homo sapiens), P51787. CHO-K1 KCNQ1, thallium flux FluxOR fluorescence; hits give high values. B-score at 10 µM. 310,000 tested, 0.35% active. AID 2648, 2010;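 active = fluorescence ratio B-score, a plate-corrected score, at least three library SD, with initial intensity B-score within 5 SD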
Target sequence (P51787 whole entry, looked up): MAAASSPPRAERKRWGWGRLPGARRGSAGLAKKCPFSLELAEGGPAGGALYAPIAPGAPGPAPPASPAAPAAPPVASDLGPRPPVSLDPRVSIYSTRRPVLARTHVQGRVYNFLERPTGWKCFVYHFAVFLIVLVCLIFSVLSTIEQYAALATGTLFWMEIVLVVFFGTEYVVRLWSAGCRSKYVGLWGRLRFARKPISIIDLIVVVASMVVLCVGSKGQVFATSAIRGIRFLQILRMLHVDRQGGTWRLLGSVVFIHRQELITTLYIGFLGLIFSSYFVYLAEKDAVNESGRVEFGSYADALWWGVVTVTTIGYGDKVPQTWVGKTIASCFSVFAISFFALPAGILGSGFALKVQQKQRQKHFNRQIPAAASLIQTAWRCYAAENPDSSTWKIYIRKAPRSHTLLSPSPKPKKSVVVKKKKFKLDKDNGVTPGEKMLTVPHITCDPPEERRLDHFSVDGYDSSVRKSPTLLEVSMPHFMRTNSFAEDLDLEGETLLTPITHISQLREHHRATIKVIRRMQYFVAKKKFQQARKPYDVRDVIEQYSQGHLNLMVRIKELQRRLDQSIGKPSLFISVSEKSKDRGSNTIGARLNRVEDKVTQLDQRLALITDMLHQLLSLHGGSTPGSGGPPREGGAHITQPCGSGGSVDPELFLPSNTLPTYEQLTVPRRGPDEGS
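Assay system: CHO-K1 cells stably expressing KCNQ1; Medium: assay buffer with matched DMSO; Also added: K+/Tl+ depolarizing stimulus; Dosing: single dose; Timing: dye 90 min, compound 20 min, room temperature; Measured by: kinetic FluxOR thallium fluorescence, 10-s 1-Hz baseline, 110-s post-stimulus read; Read-out: peak-minus-minimum fluorescence over initial fluorescence, negative-control normalized, B-scored.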
hERG protect: hERG rescue from dofetilide block, primary screen, cell-based, CHO-hERG, FluxOR thallium flux, dofetilide IC70; 310,000 tested, 0.51% active; Voltage-gated inwardly rectifying potassium channel KCNH2 (Homo sapiens), Q12809; dofetilide IC70 present; activation (rescue from dofetilide block), less the hit threshold, % at 10 µM; AID 1511, 2009;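 active = activation above the mean of controls blocked by dofetilide plus 5 SD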;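 note: thallium influx through hERG after potassium depolarization seen as dye fluorescence rise; in these data hits start at about 4.7%; inactives centre near -7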
TRPC4 act: activators of mouse TRPC4 channel, primary screen, Fluo4 calcium, HEK293 TRPC4beta/mu-opioid cells. Short transient receptor potential channel 4 (Mus musculus), Q9QUQ5. Fluo4 calcium fluorescence; hits give high values. B-score at 10 µM. 310,000 tested, 0.49% active. AID 2237, 2010;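 active = B-score above 5 SD of library B-scores, and initial fluorescence ratio not above library mean plus 5 SD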;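 note: positive B-score marks a calcium rise read as TRPC4 activation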
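Technique: kinetic Fluo4 calcium fluorescence; Test system: TRPC4beta and mu-opioid receptor HEK293 stable cells; Measure: B-scored integrated calcium fluorescence ratio; Benchmarks: low control buffer alone, high control maximal DAMGO; Schedule: 45 min room-temperature Fluo4 loading, 110 s read.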
HDAC3 inh: HDAC3 deacetylase inhibitors, primary screen, biochemical, fluorescence, cell-free homogeneous. recombinant HDAC3, fluorogenic peptide/trypsin coupled. inhibition, % at 8.3 µM. 320,000 tested, 0.15% active. Histone deacetylase 3 (Homo sapiens), O15379; in the data active = inhibition above about 26%, passing the limit was not always enough; inconclusive = no clear call, values can overlap the other calls
Target sequence (O15379 whole entry, looked up): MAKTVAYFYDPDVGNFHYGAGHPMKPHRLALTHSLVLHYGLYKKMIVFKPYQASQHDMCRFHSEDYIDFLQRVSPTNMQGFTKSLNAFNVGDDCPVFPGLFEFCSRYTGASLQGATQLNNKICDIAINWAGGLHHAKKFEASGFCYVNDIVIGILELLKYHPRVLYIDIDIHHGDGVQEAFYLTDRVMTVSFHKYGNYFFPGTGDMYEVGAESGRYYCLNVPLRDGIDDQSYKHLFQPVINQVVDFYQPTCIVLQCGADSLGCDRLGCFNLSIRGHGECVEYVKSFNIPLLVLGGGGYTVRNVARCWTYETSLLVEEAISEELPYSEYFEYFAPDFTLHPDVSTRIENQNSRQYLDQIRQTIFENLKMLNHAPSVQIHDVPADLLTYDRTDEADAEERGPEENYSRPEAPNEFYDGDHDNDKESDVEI
KCNQ1 inh: inhibitors of human KCNQ1 channel, primary screen, cell-based, thallium flux, high-throughput | Potassium voltage-gated channel subfamily KQT member 1 (Homo sapiens), P51787 | CHO-K1 KCNQ1, FluxOR thallium flux fluorescence; hits give high values | B-score at 10 µM | 310,000 tested, 1.3% active;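 active = compounds whose thallium flux B-score, printed positive for inhibition, exceeds three library SD while starting fluorescence stays within three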;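 note: channel opened by potassium depolarization with thallium stimulus after 20 min compound exposure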
KCNK3 block: human KCNK3 channel inhibitors, primary screen, CHO cells, FluxOR thallium flux, B-score. Potassium channel subfamily K member 3 (Homo sapiens), O14649. FluxOR fluorescence; hits give low values. B-score at 10 µM. 340,000 tested, 0.84% active. AID 602410, 2012;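 active = B-score under library mean minus 4 SD, starting fluorescence ratio at most library mean plus 5 SD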;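 note: more negative B-score means stronger inhibition of thallium flux through KCNK3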
TRPC4 potent: positive allosteric modulators of TRPC4, primary screen, cell-based, mouse TRPC4beta, HEK293 mu-opioid, Fluo-4 calcium | B-score at 10 µM | 310,000 tested, 0.42% active | DAMGO EC20, Fluo-4 Ca2+ flux; hits give high values | Short transient receptor potential channel 4 (Mus musculus), Q9QUQ5 | AID 2227, 2009;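 active = B-score of calcium response area above 5 SD of library B-scores, with initial fluorescence ratio within 5 SD of library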;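 note: B-score of integrated fluorescence ratio over time as area under calcium response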
The depositor's hits bear a star; i = inactive; ? = inconclusive; . = no result given. Some of the compounds tested; rates above refer to the full screens.

Compound	TMEM16A inh	KCNK9 inh	ANO1 activ	DYRK1A inh	KCNQ1 pot	hERG protect	TRPC4 act	HDAC3 inh	KCNQ1 inh	KCNK3 block	TRPC4 potent
Cc1nc2ccccc2c2c1CC(C)S2 (centres undefined)	i	i	i	-5	i	-12	i	9	i	i	i
CCc1cccc(CC)c1NC(=O)CN1C2CCCC1CC(NC(=O)Nc1cccc(OC)c1)C2 (centres undefined)	i	i	i	.	i	-20	i	4	i	i	i
Cc1ccc(C(=O)Oc2ccc(C(=O)COC(=O)c3cnccn3)cc2)cc1	i	i	i	-12	i	-8	i	2	i	i	i
COc1ccc2c(c1OC)C(=O)N1C2SC(C)(C)[C@H]1C(=O)NCCCOC(C)C (some centres undefined)	i	i	i	-3	i	0	i	-6	i	i	i
O=C(NCc1ccco1)c1cccc(C(F)(F)F)c1	i	i	i	.	i	-13	i	-8	i	i	i
O=C(c1ccc2c(c1)OCCO2)N1CCCCC1	i	i	i	-3	i	-8	i	-1	i	i	i
O=C(/C=C/c1cccc([N+](=O)[O-])c1)NC1CC2CCC1C2 (centres undefined)	i	i	i	3	i	-1	i	0	i	i	i
Nc1nonc1-c1noc(-c2ccc(Br)o2)n1	i	i	i	-1	i	-3	i	11	i	i	i
CC(C)(C)c1ccccc1OCCOCCSc1ncccn1	i	-7.5*	i	1	i	-10	i	8	i	i	i
CCOC(=O)c1ccc(NC(=S)N2CCCC2c2ccc(OC)c(OC)c2)cc1 (centres undefined)	i	i	i	6	i	-9	i	6	i	i	i
CC[N+]1(CC)CC2=Cc3c(ccc4ccccc34)CC2C1 (centres undefined)	i	i	i	0	i	-3	i	4	i	i	i
Cc1occc1C(=O)Nc1c(Cl)cccc1Cl	i	i	i	-1	i	-9	i	-1	i	i	i
CCc1noc(C)c1C(=O)NC1CCCc2c1cnn2-c1cc(C)cc(C)c1 (centres undefined)	i	i	i	3	i	-9	i	2	i	i	i
NC(=O)c1nn(-c2ccccc2)nc1NC(=O)CSc1nnnn1-c1ccc(Cl)cc1	i	i	i	-4	i	-15	i	1	i	i	i
CCC(NC(=O)c1cc(COc2cc(C)c(Cl)c(C)c2)on1)c1ccncc1 (centres undefined)	i	i	i	-2	i	-6	i	?	i	i	i
O=C(Nc1nnc(-c2ccc(Cl)cc2)o1)NC1CCCCC1	i	i	i	.	i	0	i	-9	i	i	i
O=C(Nc1ccc(S(=O)(=O)N2CCCC2)cc1)C1CC(=O)N(c2ccc(F)cc2)C1 (centres undefined)	i	i	i	1	i	-6	i	0	i	i	i
O=C(COC(=O)/C=C/c1cccs1)NC1CCCCC1	i	i	i	1	i	-10	i	-3	i	i	i
CC(c1ccco1)N(C(=O)c1ccccc1NS(=O)(=O)c1ccc(Cl)c([N+](=O)[O-])c1)c1ccccn1 (centres undefined)	100*	i	i	-2	i	-17	i	-4	i	i	i
CC(C)c1onc(C(=O)N2C(C)CCCC2C)c1[N+](=O)[O-] (centres undefined)	i	i	i	2	i	-11	i	-3	i	i	i
COc1ccc(CN2CCN(S(=O)(=O)c3ccc(C)cc3)CC2)cc1Br	i	i	i	2	i	-12	i	-3	i	i	i
CC1CCc2c(sc(Nc3nc4c(F)cccc4s3)c2C(N)=O)C1 (centres undefined)	i	i	i	5	i	-8	i	13	i	i	i
CC(C)(C)n1nnnc1C(c1cccs1)N1CCN(Cc2ccccc2)CC1 (centres undefined)	i	i	i	0	i	-3	i	9	i	i	i
COCC(C)NC(=O)COc1nncc2ccccc12 (centres undefined)	i	i	i	1	i	-11	i	-9	i	i	i
Cn1cc([N+](=O)[O-])c(C(=O)Nc2ccc(Br)cn2)n1	i	i	i	15	i	-9	i	-1	i	i	i

Compound	TMEM16A inh	KCNK9 inh	ANO1 activ	DYRK1A inh	KCNQ1 pot	hERG protect	TRPC4 act	HDAC3 inh	KCNQ1 inh	KCNK3 block	TRPC4 potent
CC1CCN(C(=O)CN2C(=O)c3cccc4cccc(c34)C2=O)CC1	i	i	i	.	i	-12	i	0	i	i	i
Cc1nc2ccccc2c(=O)n1NC(=O)c1ccco1	i	.	i	-3	.	.	.	3	.	i	.
Cc1ccc(NC(=O)CSCC(=O)NCc2cccc(C(F)(F)F)c2)cc1	i	i	i	9	i	-7	i	0	i	i	i
O=[N+]([O-])c1ccccc1-c1ccc(C(=S)N2CCCCC2)o1	i	i	i	0	i	-9	i	0	i	i	i
COc1ccc(Oc2nc(-c3ccncc3)nc3ccccc23)cc1	i	i	i	.	i	-2	i	-11	i	i	i
COc1ccc(CN2CCN(c3ccccn3)CC2)cc1OCc1ccccc1	i	i	i	-4	i	-12	i	1	i	i	i
CCN(CC)c1ccc(C2Nc3cccc4cccc(c34)N2)cc1	i	i	i	2	i	-9	i	1	i	i	i
CCCCn1c(/C=N/Nc2nc3ccccc3[nH]2)nc2ccccc21	i	i	i	-3	i	-9	i	12	i	i	i
CCOC(=O)C1=C(C)OC(N)=C(C#N)C1c1cc(F)ccc1F (centres undefined)	i	i	i	.	i	-7	i	1	i	i	i
Cc1ccccc1OCCCSc1nc2ccccc2[nH]1	i	i	i	-9	i	-6	i	11	i	i	i
Cc1nn(Cc2c(F)cccc2Cl)c(C)c1[N+](=O)[O-]	i	i	i	-1	i	-1	i	-3	i	i	i
NS(=O)(=O)c1ccc(CCNC(=O)Nc2ccc(Cl)c(Cl)c2)cc1	i	i	i	26	i	-4	i	1	i	i	i
COC(=O)C1=CN(CC2CCCO2)C=C(C(=O)OC)C1c1ccsc1 (centres undefined)	100*	i	i	-5	i	-12	i	-70	i	i	i
COC(=O)c1ccc(C(=O)OC)c(NC(=O)Oc2ccccc2)c1	i	i	i	0	i	-8	i	-7	i	i	i
Cc1ccc2nc(NC(=O)c3cc(-c4ccco4)nc4ccccc34)sc2c1	i	i	i	6	i	-7	i	1	i	i	i
O=C(NC1CCCCCC1)C1CCN(S(=O)(=O)c2ccccc2)CC1	i	i	i	-3	i	-15	i	-1	i	i	i
CC(C)(C)c1ccc(C(=O)NCC2CCCN2S(=O)(=O)c2ccccc2)cc1 (centres undefined)	i	i	i	-3	i	-14	i	0	i	i	i
O=C(Cc1ccc(Cl)cc1Cl)NCC1(N2CCOCC2)CCCCC1	i	i	i	.	i	-5	i	0	i	i	i
C/C(=N\NC(=O)c1cccs1)c1ccc(C(=O)O)s1	i	i	i	.	i	-5	i	7	i	i	i
O=C(O)c1cccc(-n2nnnc2SCc2ccccn2)c1	i	i	i	-1	i	-3	i	0	i	i	i
Clc1cccc(Oc2cnns2)c1Cl	i	i	i	-5	i	-8	i	-2	i	i	i
COc1ccc(O)c(C(=O)c2cnc3c(c2)c(C)nn3CCO)c1	i	i	i	3	i	-2	i	-14	i	i	i
COCCNC(=O)/C(C#N)=C/c1c(N2CCCCCC2)nc2ccccn2c1=O	i	i	i	2	i	-8	i	-37	i	i	i
O=C(N1CCOCC1)n1cnc2ccccc21	i	i	i	-2	i	-3	i	2	i	i	i
COc1cc(C)c(S(=O)(=O)NOCc2ccc([N+](=O)[O-])cc2)c(C)c1C	i	i	i	3	i	-11	i	-4	i	i	i

Compound	TMEM16A inh	KCNK9 inh	ANO1 activ	DYRK1A inh	KCNQ1 pot	hERG protect	TRPC4 act	HDAC3 inh	KCNQ1 inh	KCNK3 block	TRPC4 potent
CCCCCC(=O)C(=O)c1ccc(O)cc1O	i	i	i	3	i	-5	i	5	i	i	i
CC(=O)Nc1ccc(NS(=O)(=O)c2ccc(Cl)c(C(=O)O)c2)cc1	i	i	i	9	i	-10	i	-4	i	i	i
CCN(CC)CCCN(Cc1cc2cc3c(cc2[nH]c1=O)OCO3)C(=S)Nc1ccc(OC)cc1	i	i	i	2	i	-7	i	12	i	i	i
CCOc1cccc(C(=O)N2CCCN(C)CC2)c1	i	i	i	-7	i	-14	i	-1	i	i	i
Cc1ccccc1Cc1c(C)nc2c(C(=O)NCc3ccco3)cnn2c1C	i	i	i	3	i	-15	i	0	i	i	i
Clc1ccc(Cl)c(-c2nn3c(COc4ccccc4)nnc3s2)c1	i	i	i	-3	i	-6	i	-2	i	i	i
COC(=O)c1ccc(Cn2nc(-c3ccccc3)ccc2=O)cc1	i	i	.	8	i	-4	i	0	i	i	i
O=S(=O)(c1ccc(F)cc1)N1CCN(CCc2ccccc2)CC1	i	i	i	-4	i	-6	i	-3	i	i	i
Cc1cc2c3c(c1)C1(SCC(=O)N1c1ccc(F)cc1)C(=O)N3C(C)(C)CC2C (centres undefined)	i	i	i	-6	i	-13	i	1	i	i	i
COc1ccc(OC)c(-n2cnc3cc(C(=O)O)ccc32)c1	i	i	i	-2	i	-4	i	-1	i	i	i
Cc1ccc(C)c(NC(=O)Cn2ccn(-c3ccc4c(c3)OCO4)c(=O)c2=O)c1	i	i	i	-4	i	-6	i	1	i	i	i
CCOC(=O)CNC(=O)C1c2ccccc2C(=O)N(c2ccc(OC)cc2)C1c1ccc(OC)cc1 (centres undefined)	i	i	i	6	i	-11	i	5	i	i	i
Cc1ccc2[nH]c(=O)c(CN(CCc3ccccc3)C(=O)N3CCOCC3)cc2c1	i	i	i	12	i	-2	i	0	i	i	i
CCCCn1c(N)c(N(CCOC)C(=O)CSc2n[nH]c(-c3ccc(OC)cc3)n2)c(=O)[nH]c1=O	i	i	i	1	i	-13	i	2	i	i	i
COc1ccc(OC)c(NC(=O)CCC(=O)Nc2nnc(C(C)C)s2)c1	i	i	i	-3	i	-5	i	0	i	i	i

From PubChem BioAssay
